Source: PubChem BioAssay
Nrf2 block: inhibitors of Nrf2 signaling; AID 504444; A549 ARE-Fluc reporter, luciferase luminescence, 18-24 h; Potency, µM (series often up to 46 µM), for inactives: at the top dose activity change, negative = inhibition, usual class: inhibitors; 360,000 compounds, 2.1% hits; further: potency means the concentration at half of the fitted maximal effect; on the % scale 0 is the no-effect control and ±100 the full control effect; nearly all actives have a fitted effect of over 60% in size
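Nrf2 activity is the BugLite luminescence, read 15 min after reagent at room temperature, following CellTiter-Fluor cytotoxicity readout (30 min, 37C). Compound titrations were applied for 18-24 h to 5000 A549 ARE_Fluc cells/well in 5% FBS OPTI-MEM.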
A549 viability: kills or reduces viability of A549 cells in Nrf2 counter-screen; A549 ARE-Fluc cells, CellTiter-Fluor viability, 18-24 h; Potency, µM (top dose mostly 46 µM), without a hit: at the highest dose activity change, negative = cytotoxicity, actives largely listed as inhibitors; 390,000 compounds, 0.16% hits; AID 504648; further: potency means the concentration at half of the fitted maximal effect; on the % scale 0 is the no-effect control and ±100 the full control effect
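A549 ARE-Fluc cells in 5% FBS OPTI-MEM, 5000 cells/well, rested 2 h then exposed to compounds in concentration-response for 18-24 h at 37 °C. Viability by CellTiter-Fluor fluorescence (Ex 405/Em 525) after 30 min; luciferase luminescence (BugLite, 15 min, RT) read afterwards.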
HepG2 tox: counter-screen for TGF-b inhibitors: cytotoxicity in HepG2 cells; HepG2 CAGA-GFP viability, ATP luminescence, 18 h; Potency, µM (highest dose often 46.1 µM), for the others: at the top dose activity change, negative = cytotoxicity, usual class: cytotoxic; 410,000 compounds, 0.76% hits; AID 588856; further: potency means the concentration at half of the fitted maximal effect; some results filed as inactive show a strong effect at the top dose
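CellTiter-Glo luminescence gave cytotoxicity after 18 hours at 37 degrees C. The cells were HepG2 CAGA-GFP in 1% FBS DMEM, stimulated with 500 pg/mL TGF-beta after compound addition. %Activity was normalised to no-cell wells (complete cell-killing) and DMSO (no toxicity), and curves were fitted and classified.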
TGFb SMAD3 inh: blocks TGF-b signaling; Potency, µM (doses to about 46.1 µM), for inactives: top-dose activity, negative = inhibition, actives largely listed as inhibitors; 410,000 compounds, 1.2% hits; HepG2 CAGA-GFP TGF-b/SMAD3 reporter, GFP fluorescence, 18 h; TGF-beta stimulated, 500 pg/mL final; further: potency means the concentration at half of the fitted maximal effect; on the % scale 0 is the no-effect control and ±100 the full control effect; nearly all actives have a fitted effect of over 65% in size
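Inhibition was scored as loss of TGF-beta-induced (500 pg/mL final, 18 hours, 37 degrees C) GFP in HEPG2 cells carrying a CAGA-GFP reporter, in DMEM with 1% FBS. Well GFP was summed per cell; Activity was normalised to unstimulated and stimulated DMSO wells, then concentration-response fitting.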
ATXN viability: cell viability loss in ATXN counter-screen; S2 cells (HEK-293 line with an ATXN2-luciferase reporter) viability, CellTiter-Fluor protease fluorescence, 24 h; Potency, µM (series often up to 56.7 µM), actives largely listed as cytotoxic; 400,000 compounds, 0.49% hits; AID 651635; further: potency means the concentration at half of the fitted maximal effect; nearly all actives have a fitted effect of over 40% in size
pAkt inh: Akt phosphorylation inhibition | AID 651550 | 360,000 compounds, 0.32% hits | activity change, % for hits at 50 µM | Neuro2A IGF-stimulated pAkt S473 HTRF, 20 min; active compounds read low; in the data active means activity change below about -80%; inconclusive means mostly about -51% to -80%; further: on the % scale 0 is the no-effect control and ±100 the full control effect
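Neuro2A cells (4,500/well, DMEM with 0.5% FBS) were treated with compound at a single 50 µM final concentration, stimulated with 6 nM IGF for 20 min at 37 °C, and lysed. Phospho-Akt Ser473 was read by HTRF as 665/615 ratio ×10^4.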
Nrf2 activator: activators of Nrf2 (ARE) signaling; AREc32 ARE-luciferase reporter (MCF7-derived line), luminescence, 24 h; Potency, µM (highest dose often 46.1 µM), inactives show at the highest dose activation, most hits filed as activators; 410,000 compounds, 0.31% hits; AID 624171; further: potency means the concentration at half of the fitted maximal effect; % of control where 0% means no effect; nearly all actives have a fitted effect of over 65% in size
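Cells of the AREc32 ARE-luciferase line are plated in OPTI-MEM containing 5% FBS and left overnight at 37 deg C. Compounds are pinned in, incubation continues 24 hr, and firefly luciferase signal is then measured.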
Mm-Cpn inhibitor: inhibitors of Methanococcus maripaludis chaperonin (MmCpn). purified Mm-Cpn ATPase, ADP Transcreener TR-FRET. Potency, µM (doses to about 76.9 µM), for the others: at the highest dose activity, negative = inhibition, usual class: inhibitors. 330,000 compounds, 0.031% hits. AID 504842; further: potency means the concentration at half of the fitted maximal effect; on the % scale 0 is the no-effect control and ±100 the full control effect; nearly all actives have a fitted effect of over 80% in size
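ATPase read-out: TR-FRET ADP immunoassay (anti-ADP Eu cryptate vs ADP-d2), ex 320 nm, em 590/665 nm; signal drops as ADP forms. Enzyme 25 nM, ATP 10 uM, 30 min at 37°C after 10 min compound preincubation.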
CCT modulator: cytosolic chaperonin activity modulation. purified chaperonin ATPase assay, HTRF ADP detection, 30 min. 360,000 compounds, 0.3% hits. activity change, % (concentration not given with the values), hits read low; in the data active means activity change below about -30%; further: on the % scale 0 is the no-effect control and ±100 the full control effect
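TRiC (40 or 20 nM final, by batch activity) in 30 mM Tris pH 7.4, 100 mM KCl, 5 mM MgCl2, 1 mM DTT was treated with compound at 76 uM single dose, then 10 uM ATP, 30 min at 37 °C. ADP was read by HTRF Transcreener.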
Starred values were filed as active, the others as inactive; i = inactive; u = inconclusive; x = no result given. Unless noted, the call rests on the fitted dose curve; in most records, active means well fitted curve in the direction sought with a large enough effect; inconclusive means small, poorly fitted or top-dose-only effect, or another doubt; inactive means no such curve, though single readings can be large; an effect the other way counts as inactive or inconclusive.

SMILES	Nrf2 block	A549 viability	HepG2 tox	TGFb SMAD3 inh	ATXN viability	pAkt inh	Nrf2 activator	Mm-Cpn inhibitor	CCT modulator
CCC(c1nnnn1Cc1ccco1)N1CCN(c2cc(Cl)ccc2C)CC1 (stereo unspecified)	u	2%	-8%	-16%	u	i	0.7%	-1%	-1.4
C#Cc1ccc([C@H]2C=C(C(=O)N3CCN(Cc4ccc5c(c4)OCO5)CC3)O[C@@H](OCc3ccc(CO)cc3)C2)cc1	u	-7%	-15%	u	i	i	8.1%	x	-0.6
Cc1ccc(Cl)cc1NC(=S)N(CCN(C)C)C(C)c1ccccn1 (stereo unspecified)	u	1%	-25%	-29%	u	i	0.4%	-22%	-1.2
CCCNC(=O)c1nn2c(C(F)(F)F)cc(-c3ccccc3)nc2c1Cl	2%	-1%	-13%	0%	u	i	21%	-2%	-0.2
CCOc1ccccc1CNC(=O)CCN1C(=O)COc2ccccc21	8%	2%	-5%	18%	i	x	-0.2%	-9%	-1.4
COCCn1c(SCC(=O)Nc2ccc(N3CCOCC3)cc2)nc2ccccc21	-4%	-6%	-21%	13%	i	i	-0.4%	-4%	-0.8
Cn1nc(C(F)(F)F)c2cc(C(=O)Nc3ccc(F)c(Cl)c3)sc21	13µM*	-8%	-15%	-1%	i	i	-1.2%	-4%	1.3
COC(=O)c1ccccc1NC(=O)c1ccccc1N(C)S(C)(=O)=O	x	-3%	27%	25%	i	i	0.1%	0%	-5.4
Cc1cccc2sc(NC(=O)C3CCCO3)nc12 (stereo unspecified)	u	4%	-26%	4%	i	i	6.0%	0%	-2.8
CCCCc1nc2cc(C(=O)NCc3ccccn3)ccc2o1	u	3%	-7%	-6%	i	i	1.3%	3%	1.0
CN(CC(=O)Nc1ccc(Cl)c(C(F)(F)F)c1)C(=O)CCN1C(=O)C2CCCCC2C1=O (stereo unspecified)	-7%	-5%	-6%	3%	i	i	2.2%	-2%	0.7
Cc1ccc(-n2nc3c(c2NC(=O)c2ccccc2Br)CS(=O)C3)cc1 (stereo unspecified)	15%	-15%	-2%	-2%	i	i	-1.1%	0%	-0.8
Cc1ccc(NC(=O)COC(=O)C2CSC3(C)CCC(=O)N23)c(C)c1 (stereo unspecified)	15%	8%	-7%	6%	i	i	0.1%	-1%	-2.2
CC(c1nnc(SCC(=O)N2CCc3ccccc32)n1-c1ccc(Cl)cc1)N(C)C (stereo unspecified)	-8%	-1%	5%	-25%	i	i	0.2%	2%	-2.8
C/C(=N/NC(=O)C1CC1(c1ccccc1)c1ccccc1)c1cccs1 (stereo unspecified)	-29%	-4%	-3%	-23%	i	i	1.0%	0%	0.1
CN1OC[C@@H]2CN(C(=O)c3cccnc3)[C@H](c3ccc(N4CCCCC4)cc3)C[C@@H]21	x	x	-2%	-8%	i	i	0.1%	x	-0.1
CCOC(=S)SCC(=O)N1CCc2ccccc2C1C1C(=O)CCCC1=O (stereo unspecified)	-9%	2%	-3%	4%	i	i	0.2%	0%	-1.0
CC(C)C[C@H](NC(=O)c1nc[nH]c1C(=O)NC1CCN(C(=O)OC(C)(C)C)CC1)C(=O)OCc1ccccc1	2%	16%	13µM*	u	u	i	-2.5%	x	-2.3
O=C(Cc1ccc(Cl)cc1)Nc1ccc(-c2nnc(-c3ccco3)o2)cc1	-19%	-21%	-1%	-13%	x	i	-0.2%	2%	-0.3
COc1ccc(CC(=O)NNS(=O)(=O)c2ccc3ccccc3c2)cc1OC	-7%	1%	-4%	3%	i	i	-0.7%	1%	-1.8
Cc1nn(C(C)C(=O)N2CCN(c3ccccn3)CC2)c(=O)c2cc3occc3n12 (stereo unspecified)	0%	2%	-5%	u	i	i	-0.4%	x	-0.5
O=C(OCn1cncn1)c1ccc(Cl)cc1Cl	u	-2%	-4%	20%	u	i	-0.5%	-1%	-0.7
COc1ccc2[nH]c3c(C)c4cc[n+](C)cc4c(C)c3c2c1	8.2µM*	u	-10%	-27%	i	i	-1.8%	x	-2.0
CCOC(=O)C1CCCN(CCC(=O)Nc2ccc(C)cc2)C1 (stereo unspecified)	-3%	-1%	-17%	8%	i	i	-0.9%	2%	-1.6
CCC(=O)Nc1ccccc1-c1nc2ccccc2n(C(C)C(=O)Nc2ccc(OC)cc2)c1=O (stereo unspecified)	-13%	-1%	-26%	u	x	x	17%	x	x

Copied from the entries so far (2 entries):
SMILES	Nrf2 block	A549 viability	HepG2 tox	TGFb SMAD3 inh	ATXN viability	pAkt inh	Nrf2 activator	Mm-Cpn inhibitor	CCT modulator
CCOC(=O)C1CCCN(CCC(=O)Nc2ccc(C)cc2)C1 (stereo unspecified)	-3%	-1%	-17%	8%	i	i	-0.9%	2%	-1.6
CCC(=O)Nc1ccccc1-c1nc2ccccc2n(C(C)C(=O)Nc2ccc(OC)cc2)c1=O (stereo unspecified)	-13%	-1%	-26%	u	x	x	17%	x	x

Next section:
SMILES	Nrf2 block	A549 viability	HepG2 tox	TGFb SMAD3 inh	ATXN viability	pAkt inh	Nrf2 activator	Mm-Cpn inhibitor	CCT modulator
CCC1C(=O)C(CC)C(c2ccccc2)NC1c1ccccc1 (stereo unspecified)	5%	1%	-18%	0%	i	i	-0.1%	0%	-50*
CCOc1ccc(OCC)c(N=c2oc3c(C)ncc(CO)c3cc2C(N)=O)c1	-8%	-2%	3%	-6%	i	i	-0.6%	-3%	0.8
COC(=O)c1cc2nc(-c3ccccc3)cc(C(F)(F)F)n2n1	10%	-7%	5%	-15%	i	i	u	0%	0.7
CC(=O)O[C@H]1CC[C@@]2(C)C(=CC[C@H]3[C@@H]4CC[C@H](C5(C)OCCO5)[C@@]4(C)CC[C@@H]32)C1	-6%	-4%	3%	-23%	i	i	-0.3%	0%	0.3
CCOc1cc(CNC(=O)C2COc3ccccc3C2)cc(OCC)c1OCC (stereo unspecified)	x	14%	2%	-28%	i	x	0.9%	x	x
CC(C)(C)CC(C)(C)NC(=S)Nc1ccc(S(=O)(=O)N2CCOCC2)cc1	u	-5%	-29%	u	i	i	-0.9%	0%	0.3
Cc1ccc(S(=O)(=O)N2CCOCC2)cc1NC(=O)COC(=O)C1COc2ccccc2O1 (stereo unspecified)	-6%	0%	0%	8%	i	i	-0.3%	-1%	-0.7
O=S1(=O)CC(N2CCN(CC3CC3)CC2)CN1Cc1ccccc1 (stereo unspecified)	x	x	-12%	-6%	i	i	0.3%	x	-1.4
CCN(CC)CCCn1c(=S)[nH]c2ncccc2c1=O	23%	0%	3%	-7%	i	i	0.1%	1%	-1.6
CSc1ccc(Cl)c(C(=O)NCCOc2cc(C(C)C)ccc2C)c1	x	8%	-7%	-19%	i	i	-0.2%	-1%	-0.3
O=C(Nc1ccc(Oc2cccnc2)cc1)C1CCN(Cc2ccccc2F)CC1	u	-4%	-34%	-14%	u	i	0.5%	-27%	-1.1
Cc1cc(=O)[nH]c(SCCOc2cccc(C(F)(F)F)c2)n1	6%	-3%	-10%	-2%	i	i	4.7%	0%	-0.4
COc1cccc(OCc2cc(/C=N/NC(=O)c3ccn[nH]3)ccc2OC)c1	0%	-3%	-35%	0%	u	i	-0.3%	-2%	-1.0
O=C(Nc1cccnc1)C1CCCN(S(=O)(=O)c2cccc3nsnc23)C1 (stereo unspecified)	u	-8%	-9%	2%	i	i	-0.5%	0%	-0.2
CN(C)/C=N/c1c(C#N)cnn1-c1nc2ccccc2s1	u	2%	-1%	4%	i	i	1.9%	-17%	-3.6
Cc1ccc2c(c1)C=CC(C)N2C(=O)c1ccccc1 (stereo unspecified)	x	-2%	0%	-3%	i	i	0.3%	0%	1.1
COC(=O)c1ccc(C(NC(=O)OCc2ccccc2)/C(C)=C/[C@@H](C)C(=O)NCc2ccc(-c3ccccc3)cc2)cc1 (stereo partly specified)	4%	8%	-7%	-28%	i	i	0.3%	1%	-1.0
COc1cccc(/C=C/C(=O)c2cccc([N+](=O)[O-])c2)c1	-4%	0%	-2%	9%	i	i	0.7%	-1%	-0.8
O=C(O)c1ccc(CNC(=O)C2CCN(S(=O)(=O)c3cccs3)CC2)cc1	x	x	0%	4%	i	i	-0.9%	x	1.4
O=C(c1ccc2c(c1)OCO2)N1CCN(c2ccc(F)cc2)CC1	9%	-7%	-41%	7%	i	i	-0.3%	-2%	-2.8
Oc1ccc(Br)cc1Cn1nnc2ccccc21	10%	-4%	-17%	u	i	i	5.6%	2%	1.3
O=[N+]([O-])c1nn(-c2ccc(Cl)cc2)n(O)c1=NCc1cccnc1	u	-10%	3%	3%	i	i	6.1%	3%	0.5
COc1ccc(-n2nnnc2CNC(=O)c2ccc3c(c2)OCO3)cc1	-14%	-3%	-13%	u	u	i	-0.3%	-2%	-1.2
Cc1cccc(NC(=O)Nc2cc(C)on2)c1	14%	-10%	8%	17%	i	i	3.1%	x	0.6
Cc1ccc(-c2nc3c4ccccc4ccn3c2Cc2cccc(Cl)c2)cc1	x	x	x	x	u	i	5.6%	x	-1.1
CC(=O)Nc1cccc(-c2ccnc3c2CC(C)(C(=O)Nc2cccc(Oc4ccccc4)c2)O3)c1 (stereo unspecified)	x	x	11%	u	i	i	-1.1%	x	0.8
CC(=O)N1c2ccc(S(=O)(=O)NCCC(=O)Nc3ccc(C)c(Cl)c3)cc2CC1C (stereo unspecified)	-21%	1%	-21%	u	i	i	-0.4%	-1%	0.8
O=C1CC(/C=C/c2ccc(Cl)cc2)=Nc2ccccc2N1	u	-17%	-41%	11µM*	u	i	u	-1%	0.6
